High-throughput results as filed in PubChem.
phage Ecoli inh = E. coli growth loss with phage present; growth absorbance; inhibition, % at 11.9 µM; 360,000 tested, 0.26% active; AID 651602; in the data active = inhibition above about 11%
CAL PDZ FP-1 = blocks peptide binding to human CAL PDZ domain | purified CAL PDZ, TMR-peptide fluorescence polarization, 1 h | inhibition, % at 20 µM | AID 504414 | 330,000 tested, 0.02% active;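 active = highest replicate inhibition of at least 40%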;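 note: plate controls were DMSO neutral control wells for no effect and unlabeled competitor peptide control wells for full effect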
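Material: tagged CAL PDZ protein CerCALP, purified; buffer or medium: sodium phosphate/NaCl buffer pH 7.4 with TCEP, IgG, Thesit; also added: fluorescent TMR peptide probe; schedule: 1 h incubation at room temperature before polarization reading; technique: fluorescence polarization from S- and P-plane intensities, G-factor corrected; control set: unlabelled peptide and DMSO controls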
AddAB inh = less growth of phage-infected E. coli with AddAB | inhibition, % at 11.9 µM | 330,000 tested, 0.29% active | E. coli expressing H. pylori AddAB, absorbance growth; in the data active = inhibition above about 12%;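 note: 0% = vehicle wells of infected cells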
Tat transport = blocks Tat-dependent protein export in E. coli; AID 488895; E. coli MC4100 TorA-mCherry Tat export, fluorescence; 340,000 tested, 0.036% active; inhibition, % at 10 µM;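 active = mean replicate inhibition at least 50% and at least half of replicates individually reaching 50%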;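 note: exported cargo escapes ClpAP degradation while cytoplasmic cargo is degraded and loses fluorescence; 0% = median of neutral control wells and 100% = median of NaSCN control wells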
CAL PDZ FP-2 = blocks peptide binding to the human CAL PDZ domain | inhibition, % at 24.9 µM | purified CAL PDZ, TMR-peptide fluorescence polarization, 1 h | 300,000 tested, 0.92% active | AID 602252 | Q9HD26;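 active = mean inhibition of at least 30% with at least half of replicates also reaching 30%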;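 note: 0% = DMSO neutral control and 100% = excess unlabeled competitor peptide PRC23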
SR-BI uptake up = enhances SR-BI lipid uptake from DiI-HDL; CHO ldlA[mSR-BI] cells, DiI-HDL uptake fluorescence, 3 h; 100 = double the neutral-control signal; activation, % at 12.5 µM; 320,000 tested, 0.096% active;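 active = mean replicate activation of at least 60% and every replicate at or above 60%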;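 note: 0% = median plate neutral-control signal and 100% = twice that signal; values of inactives mirror those of a sister screen read the other way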
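Test system: SR-BI-overexpressing, LDLR-lacking CHO cells; Medium: Ham's F12 with 0.5% BSA, HEPES 25 mM, pH 7.4; Schedule: 3 h, 37 °C; Technique: bottom-read fluorescence, 550/595 nm.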
MITF TRPM1 HTS = MITF TRPM1 promoter activation in melanoma cells; AID 588334; SK-MEL-5 TRPM1-promoter luciferase, 24 h; % of positive control, neutral wells = 0; 300,000 tested, 0.75% active; activation, % at 12.5 µM;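 active = mean activation of at least 80% with every replicate also reaching 80%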;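 note: 0% = neutral control wells and 100% = parthenolide positive control wells; values of inactives mirror those of a sister screen read the other way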
Ecoli viability = counter-screen for AddAB inhibitors: E. coli growth inhibition. E. coli V3065 growth, OD600 absorbance, 18 h. inhibition, % at 11.9 µM. 330,000 tested, 0.27% active. AID 449728;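 active = inhibition above the campaign's mean inhibition across all tested compounds plus 3 SD, cut at about 9.9% in these data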;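 note: uninfected addAB+ strain grown without phage in ampicillin broth; 0% = DMSO wells and 100% = ciprofloxacin 0.95 µg/ml wells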
Wnt act = Wnt/beta-catenin pathway activation | Wnt/beta-catenin reporter cell assay, activator, plate reader | 300,000 tested, 1.2% active | activation, % at 9.35 µM | AID 743398; in the data active = activation above about 30%, passing the limit was not always enough;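 note: 0% = neutral control wells and 100% = positive control wells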
SR-BI DiI inh = blocks mouse SR-BI lipid uptake from DiI-HDL; ldlA[mSR-BI] CHO cells, DiI-HDL uptake fluorescence, 3 h; Q61009; inhibition, % at 12.5 µM; 320,000 tested, 0.96% active;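 active = mean replicate inhibition of at least 70% and a set share of replicates each scoring 70 or more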;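 note: 0% = median of neutral control wells and 100% = median of positive control wells; values of inactives mirror those of a sister screen read the other way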
Target sequence (Q61009 whole entry, looked up): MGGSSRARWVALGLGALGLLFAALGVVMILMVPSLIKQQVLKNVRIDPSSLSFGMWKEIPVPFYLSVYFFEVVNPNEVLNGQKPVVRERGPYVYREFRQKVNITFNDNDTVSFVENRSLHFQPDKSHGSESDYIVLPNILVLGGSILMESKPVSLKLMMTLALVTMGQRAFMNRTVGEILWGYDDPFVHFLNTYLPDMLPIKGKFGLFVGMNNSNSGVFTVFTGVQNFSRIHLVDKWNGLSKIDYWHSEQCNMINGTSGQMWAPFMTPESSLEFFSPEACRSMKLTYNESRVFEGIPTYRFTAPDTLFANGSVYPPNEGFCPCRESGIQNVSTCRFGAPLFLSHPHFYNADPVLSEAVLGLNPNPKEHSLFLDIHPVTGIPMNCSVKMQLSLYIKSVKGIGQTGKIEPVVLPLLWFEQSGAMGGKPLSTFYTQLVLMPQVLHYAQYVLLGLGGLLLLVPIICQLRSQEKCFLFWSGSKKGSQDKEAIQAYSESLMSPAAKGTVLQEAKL
* = called active by the depositor; nt = not tested or not shown; & = joins results of further samples.

SMILES	phage Ecoli inh	CAL PDZ FP-1	AddAB inh	Tat transport	CAL PDZ FP-2	SR-BI uptake up	MITF TRPM1 HTS	Ecoli viability	Wnt act	SR-BI DiI inh
Cc1ccc(OCC(=O)N(C)CC(=O)Nc2ccc(F)c(F)c2F)cc1	0.9	-4.6	-0.3	12	-3	5	2	0.3	-2	-5
Cc1nn(C(C)C(=O)NCc2ccccc2F)c(=O)c2nn(-c3ccccc3)c(C)c12 (stereo not drawn)	0.4	-2.0	3.0	0	-4	6	-1	0.5	4	-6
Cc1ccc(N/N=C(\C#N)C(N)=S)cc1C	2.7	1.2	0.7	1	-4	-51	-1	-0.2	-2	51
CCOC(=O)C1CCN(C(c2cccc(F)c2)c2sc3nc(C)nn3c2O)CC1 (stereo not drawn)	0.6	-1.1	-2.2	-4	nt	-8	nt	-0.7	-1	8
Cc1c([N+](=O)[O-])cc(C(=O)Oc2cccc(C(=S)N3CCOCC3)c2)cc1[N+](=O)[O-]	2.4	-2.2	1.4	19	-1	-9	1	-1.6	nt	9
CC1(C(=O)O)CCC(C(=O)N2CCOCC2)C1(C)C (stereo not drawn)	3.0	nt	-2.1	2	3	11	5	-1.8	-3	-11
COc1ccc(C2CC(=O)Oc3c(C(CCN4CCOCC4)c4cc(OC)c(OC)c(OC)c4)c(OC)cc(OC)c32)cc1 (stereo not drawn)	2.7	1.0	-1.1	-4	-1	19	-3	1.5	-3	-19
CCN1CCCc2cc(CN(CCN3CCOCC3)C(=S)Nc3cc(F)cc(F)c3)ccc21	1.9	-1.1	0.8	7	6	nt	-8	2.8	0	nt
S=c1[nH]nc(-c2cc(-c3ccco3)[nH]n2)n1-c1ccccc1Cl	1.1	-3.4	4.1	0	0	-19	-10	-1.3	2	19
O=C(CN1C(=O)S/C(=C\c2ccccc2)C1=O)NNC(=O)c1ccccc1O	14*	0.2	19*	-8	-2	-4	-5	17*	nt	4
COC(=O)c1ccccc1S(=O)(=O)C(C)(C)C	0.1	-1.6	0.9	-8	-4	-6	-1	-0.8	7	6
Cc1nn(C)cc1C1C(C#N)=C(N)N(c2ccc(F)c([N+](=O)[O-])c2)C2=C1C(=O)CCC2 (stereo not drawn)	1.2	-1.3	2.5	4	-4	2	-2	0.1	-1	-2
COCCNC(=O)c1onc(CSc2ccccc2C)c1C(=O)O	-0.5	-0.9	1.8	-4	-3	24	6	1.7	3	-24
O=C(c1cc(-c2ccncc2)nc2ccc(Br)cc12)N1CCN(c2ccccn2)CC1	0.3	nt	4.0	6	-4	3	15	-1.5	-1	-3
C=CCN1C(=O)N(c2ccc(F)cc2)C(=O)C1CC(=O)Nc1ccc(Cl)cc1 (stereo not drawn)	1.4	-0.3	-1.3	-4	-2	-4	11	-3.7	-1	4

As entered above:
COCCNC(=O)c1onc(CSc2ccccc2C)c1C(=O)O | Ecoli viability = 1.7
O=C(c1cc(-c2ccncc2)nc2ccc(Br)cc12)N1CCN(c2ccccn2)CC1 | Ecoli viability = -1.5

Remaining list, next part:
SMILES	phage Ecoli inh	CAL PDZ FP-1	AddAB inh	Tat transport	CAL PDZ FP-2	SR-BI uptake up	MITF TRPM1 HTS	Ecoli viability	Wnt act	SR-BI DiI inh
CSc1nc(N)nc(SC2C=CCCC2)c1C#N (stereo not drawn)	1.9	-2.4	-0.2	-3	-2	-30	42	-2.0	3	30
O=[N+]([O-])/C=C/c1c(OCc2ccccc2)ccc2ccccc12	nt	-0.9	-1.4	5	1	-41	-98	0.5	nt	41
COc1cccc(Nc2nc(-c3cccs3)nc3ccccc23)c1	3.0	-2.3	-0.2	-4	-2	-69	3	-0.8	-1	69
COC(=O)Nc1c(C(=O)OC)cc(OC)c(OC)c1OC	1.8	-0.1	1.1	-2	-4	-6	0	1.4	-1	6
CC1CCN(c2c(NCC3CCC(C(=O)NCc4ccccc4)CC3)c(=O)c2=O)CC1 (stereo not drawn)	2.5	-0.6	-1.9	-1	nt	8	nt	0.7	-5	-8
N#Cc1ccc(C(=O)NCCCSc2ccccc2)cc1	2.7	-1.6	3.3	-3	-5	nt	-1	0.1	3	nt
O=C(Oc1ccc[nH]c1=O)c1cccc(Cl)c1	1.2	-0.7	0.0	-3	nt	40	-3	-3.2	2	-40
O=c1[nH]c(-c2ccc(O)cc2)nc2scc(-c3cccs3)c12	1.1	-3.8	-1.5	0	-2	nt	114*	3.7	-3	nt
O=C(C1CCN(S(=O)(=O)c2cccc3cccnc23)CC1)N1CCN(c2ccc(Cl)cc2)CC1	1.7	-0.4	1.7	17	-2	-46	-29	0.6	-7&-3	46
COc1cc(C(=O)NCC2(c3ccccc3)CCCC2)cc(OC)c1OC	-2.1	-0.8	1.7	-10	nt	-3	-3	2.2	0	3
CCOc1ccc(C(CC(=O)O)NC(=O)COc2ccccc2)cc1OC (stereo not drawn)	7.5	-1.5	2.0	-6	6	9	-7	-0.2	-1	-9
O=S(=O)(O)c1cc(OS(=O)(=O)c2ccccc2)cc2ccccc12	0.8	-1.1	5.5	-10	3	27	nt	0.2	0	-27
CC(C)[C@H](NC(=O)[C@H](CCCN=C(N)N)NC(=O)NC(Cc1ccccc1)C(=O)O)C(=O)NC(C=O)CCCN=C(N)N (stereo partly drawn)	2.9	0.4	-2.4	-3	-2	-3	-11	-0.8	2	3
Cc1cccc(NC(=O)C2CCN(S(=O)(=O)c3ccc(Cl)cc3)CC2)n1	2.4	0.5	0.2	-8	nt	-14	-2	-1.4	-2	14
COc1ccccc1OCC(=O)Nc1ncc(C)s1	6.7	-0.5	3.3	6	-2	-7	80	1.8	36*	7

phage Ecoli inh, hit marks shown above
molecule,phage Ecoli inh,CAL PDZ FP-1,AddAB inh,Tat transport,CAL PDZ FP-2,SR-BI uptake up,MITF TRPM1 HTS,Wnt act,SR-BI DiI inh
O=C(CN1C(=O)S/C(=C\c2ccccc2)C1=O)NNC(=O)c1ccccc1O,14*,0.2,19*,-8,-2,-4,-5,nt,4

Next section:
SMILES	phage Ecoli inh	CAL PDZ FP-1	AddAB inh	Tat transport	CAL PDZ FP-2	SR-BI uptake up	MITF TRPM1 HTS	Ecoli viability	Wnt act	SR-BI DiI inh
CCOC(=O)N1CCN(S(=O)(=O)N2CCCC(C(=O)NCCCN3CCCCC3)C2)CC1 (stereo not drawn)	-1.4	-1.9	-0.1	0	-3	12	-13	-2.9	0	-12
CCOC(=O)N1CCN(C(=O)c2cc3ccccc3o2)CC1	0.6	-1.1	-0.7	-2	0	-9	nt	0.6	-2	9
Cc1ccc(C)c2c1cc(C)c1nnc(SCC(=O)Nc3nc4c(s3)CCCC4)n12	2.7	-2.0	-0.7	-9	-1	6	-11	-3.2	-5	-6
CCOC(=O)c1nnn(CC(=O)Nc2cc(F)ccc2F)c1C(=O)OCC	1.3	-0.9	0.6	6	-5	-3	9	0.1	2	3
NS(=O)(=O)c1ccc(CCNC(=O)c2ccc(NS(=O)(=O)c3ccc4[nH]c(=O)[nH]c4c3)cc2)cc1	1.6	-1.3	0.5	2	-3	-29	-3	0.0	-3	29
Cc1ccc(C)c(NC(=O)COC(=O)c2cccc(S(=O)(=O)N3CCCCC3)c2)c1	1.9	-1.0	-0.3	2	-6	-17	1	-0.1	2	17
CC(=O)Nc1ccc(N(C(=O)CNC(=O)c2ccco2)C(C(=O)NCC2CCCO2)c2ccccc2)cc1 (stereo not drawn)	3.7	0.5	2.2	2	-1	1	7	0.6	-1	-1
C=CCn1c(=N)n(CC(=O)c2ccc(Br)s2)c2ccccc21	6.8	-1.3	5.0	4	7	13	4	3.2	-42	-13
NC(=O)CSc1nc(O)cc(=O)n1-c1ccccc1	3.4	-1.6	0.3	-2	-1	29	nt	-1.6	nt	-29
CCSc1nnc(NC(=O)[C@@H](NC(=O)c2cc(OC)cc(OC)c2)C(C)C)s1	2.2	-0.4	-1.2	-2	4	19	-2	-4.7	0	-19
COc1ccc(C(=O)Nc2ccc(C)c(S(=O)(=O)N3CCCCCC3)c2)cc1	3.3	15	-1.6	-6	-5	-81	-27	-1.7	-2	81*
Cc1nn(Cc2ccccc2)c(C)c1C(=O)NCCCN1CCCC1=O	3.1	-0.8	0.4	6	0	9	13	2.8	-1	-9
CC1(C(=O)Nc2c(F)c(F)c(F)c(F)c2F)CC1(Br)Br (stereo not drawn)	2.4	-1.0	3.6	3	-1	0	-4	-2.1	2	0
CC(C)(C)OC(=O)N(Cc1ccccc1)Cc1cccc(OCc2cccc(NC(=O)C3CC3)c2)c1	4.2	-0.7	nt	25	3	-29	-3	nt	-2	29
COc1ccc(-c2nnc(Nc3nc4c(OC)cccc4s3)o2)cc1	0.6	-2.8	-4.1	13	-3	-20	-2	-3.5	nt	20

Grouped by structure, those above containing a Cl atom
SMILES	phage Ecoli inh	CAL PDZ FP-1	AddAB inh	Tat transport	CAL PDZ FP-2	SR-BI uptake up	MITF TRPM1 HTS	Ecoli viability	Wnt act	SR-BI DiI inh
S=c1[nH]nc(-c2cc(-c3ccco3)[nH]n2)n1-c1ccccc1Cl	1.1	-3.4	4.1	0	0	-19	-10	-1.3	2	19
C=CCN1C(=O)N(c2ccc(F)cc2)C(=O)C1CC(=O)Nc1ccc(Cl)cc1 (stereo not drawn)	1.4	-0.3	-1.3	-4	-2	-4	11	-3.7	-1	4
O=C(Oc1ccc[nH]c1=O)c1cccc(Cl)c1	1.2	-0.7	0.0	-3	nt	40	-3	-3.2	2	-40
O=C(C1CCN(S(=O)(=O)c2cccc3cccnc23)CC1)N1CCN(c2ccc(Cl)cc2)CC1	1.7	-0.4	1.7	17	-2	-46	-29	0.6	-7&-3	46
Cc1cccc(NC(=O)C2CCN(S(=O)(=O)c3ccc(Cl)cc3)CC2)n1	2.4	0.5	0.2	-8	nt	-14	-2	-1.4	-2	14
